Screens as filed in PubChem BioAssay.
proCasp3 act – activators of human procaspase-3 D3A mutant, primary screen, biochemical, absorbance, PC-3 D3A mutant, single concentration; recombinant procaspase-3 D3A, Ac-DEVD-pNA absorbance 405 nm; activation, % at 8.5 µM; 0.11% of 330,000 active; AID 463141, 2010;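 active = activation above the mean of all tested compounds plus 3 SD, cut at about 21% in these data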;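 note: 0% = DMSO alone and 100% = DMSO wells spiked with extra 5 µM PC-3 D3A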
Target sequence (P42574 whole entry D9A/D28A/D175A): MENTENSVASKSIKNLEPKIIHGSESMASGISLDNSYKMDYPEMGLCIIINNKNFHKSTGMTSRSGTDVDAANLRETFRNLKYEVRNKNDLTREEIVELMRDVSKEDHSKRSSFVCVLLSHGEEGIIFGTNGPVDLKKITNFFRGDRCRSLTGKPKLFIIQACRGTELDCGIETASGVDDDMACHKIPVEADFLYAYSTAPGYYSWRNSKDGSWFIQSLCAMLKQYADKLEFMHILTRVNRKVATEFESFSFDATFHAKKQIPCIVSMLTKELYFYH
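Assay system – Procaspase-3 D3A mutant · Benchmarks – DMSO low control, extra-enzyme high control · Technique – 405 nm absorbance of p-nitroaniline, reads at 0 and 120 min · Doses – 8.5 µM nominal · Measure – % activation between DMSO and enzyme-spiked controls · Also added – Ac-DEVD-pNA chromogenic peptide substrate · Schedule – 1 h compound preincubation, 2 h substrate hydrolysis at 25 °C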
core dimer inh – inhibitors of HCV core protein dimerization, primary screen, biochemical, TR-FRET, high-throughput. inhibition, % at 5 µM. AID 1899, 2009. TR-FRET GST/Flag-core106 dimerization, 1536-well. 0.33% of 300,000 active;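 active = inhibition above the mean of all tested compounds plus 3 SD, set per screening campaign, cut at about 45% in these data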
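Assay system: Tagged HCV core106 pair (GST and Flag) | Buffer or medium: KF-containing HEPES buffer, pH 7.45, DTT, CHAPS, BSA | Also added: Eu donor and XL665 acceptor anti-tag antibodies | Dosing: One concentration, 5 µM, in 0.5% DMSO | Timing: 4 h at 22.5 °C | Technique: TR-FRET 671 and 617 nm emission | Repeats: Singlicate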
Efflux pump inh – inhibitors of Candida efflux pumps in yeast, primary screen, S. cerevisiae, Nile Red, multiplex. inhibition, % at 10 µM. AID 485275, 2010. 0.44% of 330,000 active. S. cerevisiae Candida pump triplex;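 active = plate passing quality check with inhibition over a set limit, or well fluorescence over plate mean plus 4 SD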;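 note: Nile Red retained in pooled yeast measured as flow cytometry median fluorescence; 0% = buffer negative control and 100% = Enniatin B positive control; higher means more Nile Red kept so more efflux inhibition; some compounds called inactive have numbers as strong as hits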
proCasp7 act – procaspase-7 activators, primary screen, counter-screen for procaspase-3 activator project, biochemical, absorbance, HTS, human | Caspase-7 (Homo sapiens), P55210 | recombinant procaspase-7, Ac-DEVD-pNA absorbance 405 nm; D23A/D198A/D206A triple mutant, cannot self-cleave; scale: DMSO 0, 5 µM enzyme 100 | activation, % at 8.5 µM | 0.093% of 330,000 active | AID 463210, 2010;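 active = percent activation above the screen-wide mean plus 3 SD, cut at about 25% in these data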
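Test system: Procaspase-7 triple mutant (PC-7 D3A). Also added: Ac-DEVD-pNA substrate, 400 µM as added. Schedule: 1 h enzyme–compound preincubation and 2 h substrate reaction, both 25 °C. Signal: p-Nitroaniline absorbance at 405 nm, read at 0 and 120 min. Control set: low DMSO alone, high DMSO plus 5 µM PC-7.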
CTSL1 counter – Fasciola hepatica cathepsin L1 inhibitors, primary screen, counter-screen for PFM18AAP inhibitor project, biochemical, QFRET, fluorogenic peptide substrate; recombinant F. hepatica cathepsin L1, Z-Leu-Arg-MCA fluorescence; inhibition, % at 5.96 µM; 0.49% of 300,000 active; AID 1906, 2009;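 active = inhibition above the mean of all tested compounds plus 3 SD, set per screening campaign, cut at about 17% in these data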;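 note: 0% = plate median of test compound wells and 100% = 1 µM Z-Phe-Ala-diazomethylketone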
TPT1 inhibitor – Candida albicans TPT1 enzyme inhibitors, primary screen, biochemical, fluorescence polarization. 0.81% of 300,000 active. AID 1962, 2009. inhibition, % at 5 µM. tRNA 2'-phosphotransferase TPT1 (Candida albicans SC5314). recombinant caTPT1, FP RNA substrate dephosphorylation;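 active = inhibition above the mean of all tested compounds plus 3 SD, set per screening campaign, cut at about 24% in these data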;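 note: plate controls were DMSO alone for no effect and ferristatin control at 100 nM for full effect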
JMJD2C inh – inhibitors of GASC-1 histone demethylase, primary screen, biochemical, fluorescence, DELFIA europium; Lysine-specific demethylase 4C (Homo sapiens), Q9H3R0; GST-JMJD2C(1-420) H3K9me3 demethylation; inhibition, % at 2.35 µM; 0.069% of 330,000 active; AID 2099, 2009;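 active = more than half of a compound's replicate wells show inhibition beyond 50%, single wells judged on their own value; inconclusive = some, but no more than half, of replicates pass 50% inhibition; inactive = no replicate passes 50% inhibition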;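 note: signal counts dimethyl H3K9 product captured on neutravidin plate; 0% = median of DMSO wells and 100% = 0.3 times that DMSO median; strong numbers were not always called active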
PP1 counter – PP1-alpha phosphatase inhibitors, primary screen, counter-screen for PP5 inhibitor project, biochemical, fluorescence, OMFP substrate, single point | Serine/threonine-protein phosphatase PP1-alpha catalytic subunit (Homo sapiens), P62136 | purified PP1alpha | inhibition, % at 6.7 µM | 0.9% of 320,000 active | AID 2235, 2010;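 active = inhibition above the mean inhibition of all tested compounds plus 3 SD, computed separately for each screening campaign, cut at about 15% in these data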
Target sequence (P62136 whole entry, looked up): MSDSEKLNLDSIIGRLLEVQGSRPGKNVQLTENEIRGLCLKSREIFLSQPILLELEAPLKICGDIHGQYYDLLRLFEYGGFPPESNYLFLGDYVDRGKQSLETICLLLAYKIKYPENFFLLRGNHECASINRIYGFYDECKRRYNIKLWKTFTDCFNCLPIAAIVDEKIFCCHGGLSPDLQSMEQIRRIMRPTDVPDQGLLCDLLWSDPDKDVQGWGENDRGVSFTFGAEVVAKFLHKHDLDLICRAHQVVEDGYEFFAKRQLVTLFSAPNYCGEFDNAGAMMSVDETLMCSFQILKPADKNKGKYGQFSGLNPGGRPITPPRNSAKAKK
PP5 inh – PP5 phosphatase inhibitors, primary screen, biochemical, fluorescence; inhibition, % at 6.7 µM; 0.18% of 320,000 active; Serine/threonine-protein phosphatase 5 (Homo sapiens), P53041; AID 1987, 2009; purified PP5c, OMFP substrate fluorescence;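 active = inhibition above the campaign's mean inhibition across all tested compounds plus 3 SD, cut at about 9.5% in these data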;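 note: 0% = DMSO only and 100% = 100 µM cantharidin control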
Target sequence (P53041 whole entry, looked up): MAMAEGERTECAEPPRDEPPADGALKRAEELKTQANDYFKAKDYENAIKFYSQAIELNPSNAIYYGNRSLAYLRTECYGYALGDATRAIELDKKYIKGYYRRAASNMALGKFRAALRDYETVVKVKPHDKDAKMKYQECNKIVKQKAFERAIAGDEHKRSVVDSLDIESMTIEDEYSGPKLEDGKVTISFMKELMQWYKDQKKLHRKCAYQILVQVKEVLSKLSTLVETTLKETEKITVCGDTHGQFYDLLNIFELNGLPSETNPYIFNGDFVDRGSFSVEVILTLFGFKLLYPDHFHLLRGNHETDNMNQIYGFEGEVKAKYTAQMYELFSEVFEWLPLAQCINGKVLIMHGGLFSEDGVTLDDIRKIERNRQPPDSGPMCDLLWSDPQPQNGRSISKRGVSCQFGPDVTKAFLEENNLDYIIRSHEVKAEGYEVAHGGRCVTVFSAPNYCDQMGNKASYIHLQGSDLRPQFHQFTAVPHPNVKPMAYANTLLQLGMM
* marks the source's active call; other numbers are inactive results; i = inactive; ? = inconclusive; . = no result given.

SMILES | proCasp3 act | core dimer inh | Efflux pump inh | proCasp7 act | CTSL1 counter | TPT1 inhibitor | JMJD2C inh | PP1 counter | PP5 inh
CC1CCc2sc(C(=O)NCC(C)(C)N3CCOCC3)cc2C1 (configuration not stated) | 5 | 4 | 0.1 | 4 | 3 | -1 | 2 | -5 | 1.4
C=CCSc1nnc(NC(=O)c2ccc(Cl)nc2)s1 | 14 | 2 | -0.1 | 6 | 5 | 0 | 10 | -1 | -1.0
NC(=O)COC(=O)c1ccc(C(=O)C(=O)c2ccccc2)cc1 | -7 | 4 | 0.2 | -3 | -6 | 4 | -5 | -4 | 2.9
COc1cccc(/C(C)=N/NC(=O)Cc2c(C)[nH][nH]c2=O)c1 | 13 | -3 | 0.1 | 7 | 3 | 2 | 8 | -1 | 1.6
CC/C(=N\NC(C)=O)c1ccc(OC(F)F)cc1 | -1 | -3 | 0.0 | 4 | 10 | -3 | 5 | -37 | -1.8
COCCNc1nc2c(c(=O)n(Cc3ccc(OC)cc3)c(=O)n2C)n1C | -2 | -6 | -0.4 | -3 | -2 | -3 | -11 | -1 | -2.5
COc1ccc(NC(C)=O)cc1NC(=O)CSc1nc2ncccc2[nH]1 | -2 | -2 | -0.1 | 21 | -2 | -1 | 0 | -2 | 3.1
CC(C)Oc1ccc(C(=O)OCC(=O)NCCNC(=O)COC(=O)c2ccc(OC(C)C)cc2)cc1 | -1 | 10 | -0.1 | 5 | 4 | 4 | -7 | 2 | 1.3
Cc1cccc(-n2c(Cc3cc(=O)[nH]c(=O)[nH]3)nnc2SC(C)C)c1 | 7 | -13 | -0.3 | 2 | -1 | -6 | -3 | 3 | 2.8
O=C(NCCCN1CCOCC1)C1CCCN(S(=O)(=O)N2CCCCC2)C1 (configuration not stated) | -1 | -3 | -0.3 | 0 | -1 | -2 | 1 | -4 | -1.1
NS(=O)(=O)c1cccc(NC(=O)COC(=O)Cc2n[nH]c(=O)c3ccccc23)c1 | 9 | . | 0.0 | -7 | . | . | -3 | 1 | -0.6
CCOC(=O)C(=O)c1csc(NC(=O)CCSc2ccc(C)cc2)n1 | -7 | 7 | -0.1 | 2 | 4 | -3 | 7 | 0 | -0.3
Cc1ccc(-n2c(=O)c(C#N)cc3c(=O)n4cccc(C)c4nc32)cc1 | 1 | 2 | 0.2 | 2 | 0 | 0 | 13 | 0 | 0.7
CCOC(=O)CC(=O)CSc1ccc2nnc(-c3cccc(F)c3)n2n1 | -1 | 3 | -0.2 | 0 | -1 | 1 | i | 5 | -1.4
CCNc1nc(NCC)nc(Nn2cnnc2)n1 | 0 | 0 | -0.1 | 11 | 1 | -1 | -1 | 0 | 1.0
COc1cc([C@@H]2c3cc4c(cc3[C@H](O)[C@H]3COC(=O)[C@H]23)OCO4)cc(OC)c1OC | 1 | -1 | -0.1 | -10 | 6 | -2 | -12 | -2 | -1.7
COc1ccc(S(=O)(=O)N(C)CC(=O)NCc2cccnc2)cc1Cl | 4 | -3 | 0.3 | 4 | -4 | 4 | -1 | -4 | 3.9
COc1cccc(C(=O)Nc2ccccc2N2CCCC2)c1 | 10 | -1 | -0.1 | -4 | 2 | -5 | 6 | -1 | 0.3
COCCC(=O)N1CCC(Oc2ccc(C(=O)N3CCCCC3CCO)cc2)CC1 (configuration not stated) | 10 | 7 | 0.1 | 3 | -2 | 2 | 8 | 0 | 2.1
NC(=S)NN=C1C2CC3CC(C2)CC1C3 | -9 | 1 | 0.1 | -13 | 9 | 3 | 17 | -1 | -1.2
COc1cccc(NC(=O)c2ccc3c(SCC(=O)O)c4c(nc3c2)CCCC4)c1 | -1 | 10 | 0.2 | -5 | 1 | -1 | -12 | 1 | -1.6
Cc1ccccc1NC(=O)CSc1nnc(C)c2ccccc12 | 5 | 6 | 0.1 | 7 | 2 | 1 | -5 | 5 | 2.5
O=C(O)/C=C\c1cn(-c2ccccc2)nc1-c1cc2ccccc2o1 | 6 | 8 | -0.1 | 9 | 6 | -3 | 15 | 4 | 2.1
CCCN(C(=O)c1cc(CC)c(C)s1)c1c(N)n(Cc2ccccc2)c(=O)[nH]c1=O | -13 | -1 | 0.0 | -1 | 2 | 3 | 14 | -4 | -0.1
CN(C)S(=O)(=O)c1ccc(-n2cccc2)cc1 | -1 | 16 | 0.0 | -8 | -1 | 0 | 12 | 0 | 0.9

Further entries:
SMILES | proCasp3 act | core dimer inh | Efflux pump inh | proCasp7 act | CTSL1 counter | TPT1 inhibitor | JMJD2C inh | PP1 counter | PP5 inh
CCOc1ccc(N=C2C(=O)N(CN3CCOCC3)c3ccccc32)cc1 | -7 | -1 | 0.1 | 10 | 6 | 3 | -1 | -2 | 3.0
CCCn1c(SCC(=O)N2CC(=O)Nc3ccccc32)nc2ccccc21 | -6 | 6 | 0.0 | 10 | -1 | -2 | -3 | -4 | 2.4
Cc1cccc(NCc2ccccc2)c1 | -5 | -3 | -0.1 | 10 | -3 | -4 | -4 | 1 | 1.0
COc1ccc(SC[C@H](Cc2ccccc2)N2CC[C@@H](C(C)(C)C)CCC2=O)cc1 | -4 | . | 0.0 | -1 | . | . | -1 | 4 | 3.3
Cc1cccn2c(=O)c(/C=C(\C#N)C(N)=O)c(N3CCCCCC3)nc12 | -9 | -20 | 0.3 | -10 | 15 | 0 | 1 | -2 | 4.0
O=C(c1ccc(S(=O)(=O)Nc2ccccc2)cc1)N1CCC1 | 11 | -3 | 0.0 | 5 | -2 | -3 | -1 | -2 | -1.0
CC1CCCN(S(=O)(=O)c2ccc3c(c2)n(C)c(=O)c(=O)n3C)C1 (configuration not stated) | 0 | 8 | 0.2 | -6 | -6 | -1 | -1 | -1 | 3.4
Cc1ccc2c(c1)c1c3n2CCN(C=O)C3CCC1 (configuration not stated) | 8 | -1 | -0.1 | -6 | 2 | 1 | 5 | 3 | -0.3
O=C(Nc1cccc([N+](=O)[O-])c1)c1ccc(-c2ccccc2)cc1 | -4 | -1 | 0.1 | 1 | 1 | 0 | -1 | 5 | -0.6
Cc1ccc(C(=O)C2CCN(CC(=O)Nc3ccccc3C)CC2)cc1 | 1 | 1 | 0.3 | -2 | -1 | 4 | 2 | -2 | 2.8
CC(=O)NCCC(=O)Nc1cc(S(=O)(=O)N2CCCCC2)ccc1Oc1ccccc1 | -4 | 11 | 0.5 | 8 | -4 | -1 | -17 | -3 | 0.3
CCc1nnc(SCC(=O)Nc2nccs2)n1CC | -3 | 6 | 0.0 | 8 | 6 | 3 | 1 | 1 | -3.0
CCOc1cc(C2c3c(oc4cc(C)c(Cl)cc4c3=O)C(=O)N2Cc2ccco2)ccc1O (configuration not stated) | 5 | 2 | -0.1 | 1 | 2 | -2 | 2 | 4 | 4.7
Cc1nnc(NC(=O)C2CSC3(C)CCC(=O)N23)s1 (configuration not stated) | -7 | -1 | 0.1 | 6 | 7 | 1 | 62 | -2 | -2.6
NC(=O)Cc1nc(-c2ccc(Br)cc2)cs1 | 6 | 2 | 0.1 | 7 | -2 | -3 | 5 | -2 | 0.9
CCOC(=O)Cc1csc(NC(=O)c2cc3c(s2)CCCC3)n1 | 1 | 11 | 0.0 | -11 | -2 | 2 | 3 | 1 | 2.3
O=c1[nH]c(N2CCc3ccccc3C2)nc2c1CCC2 | -2 | 1 | -0.1 | 1 | -1 | 3 | 9 | -6 | -1.0
Cc1ccc(C(=O)N2CCOCC2)cc1S(=O)(=O)N1CCCCC1 | 1 | -23 | -0.1 | -15 | 3 | -1 | ? | 5 | 3.5
CC(C)(C)C(=O)Nc1ccc(C(=O)N/N=C/c2ccccc2OC(=O)c2ccccc2)cc1 | -8 | 12 | 0.0 | -14 | -3 | -2 | 5 | 3 | 3.1
CCCCN(C(=O)c1c(C)noc1C)c1c(N)n(CCC)c(=O)[nH]c1=O | 6 | . | 0.0 | 2 | . | . | -8 | -4 | -1.2
O=C(CSc1ncccn1)N1CCc2ccccc2C1 | 5 | -4 | 0.0 | 7 | -1 | 1 | 6 | 2 | -1.1
CCOC(=O)CN(C(=O)CNC(=O)c1ccco1)C(C(=O)NC1CCCCC1)c1cccs1 (configuration not stated) | -1 | 6 | 0.0 | -15 | -3 | -79 | -9 | 5 | 2.0
Brc1ccc(OCCOCCN2CCOCC2)cc1 | 1 | 0 | 0.2 | 7 | -2 | 0 | -2 | -5 | -1.1
O=C(O)COc1ccc(=O)n(-c2ccccc2)n1 | 5 | -3 | -0.1 | 4 | 0 | -5 | 7 | -2 | 1.5
CC1Oc2ccccc2N(CC(=O)NC2CCCC2)C1=O (configuration not stated) | -2 | -7 | 0.1 | 9 | 3 | 1 | -15 | -2 | 0.9

Additional structures.
SMILES | proCasp3 act | core dimer inh | Efflux pump inh | proCasp7 act | CTSL1 counter | TPT1 inhibitor | JMJD2C inh | PP1 counter | PP5 inh
CCCCCCOc1ccc(C(=O)n2cnc(N)n2)cc1 | -2 | -2 | -0.1 | 1 | 1 | -2 | 4 | 7 | 12*
O=C(CCNC(=O)c1ccccc1Cl)Nc1cc(C(F)(F)F)ccc1Cl | 4 | -5 | 0.6 | 3 | -1 | 2 | -3 | -2 | 2.0
Cc1ccc(CCNC(=O)C23CN(Cc4ccccc4)CC2C(c2cccc([N+](=O)[O-])c2)=NO3)cc1 (configuration not stated) | -3 | 6 | 0.3 | -6 | 1 | 0 | 0 | 7 | 4.6
Cc1c(C(=O)Nc2c(F)cc(F)cc2Br)sc2ncn(CC(=O)N3CCCC3)c(=O)c12 | 4 | 4 | 0.1 | -2 | -4 | 9 | 6 | 2 | 1.8
Cc1ccc(S(=O)(=O)N2CCC(C(=O)N/N=C/c3cccnc3)CC2)cc1 | -1 | -5 | 0.1 | -3 | -3 | -1 | 11 | -1 | 2.1
COc1ccc(NC(=O)CN(C)C(=O)c2ccc3c(c2)S(=O)(=O)N=C2CCCCCN23)cc1 | 7 | 2 | -0.1 | 6 | -2 | -2 | -10 | -1 | 2.2
